CHRM5 agonist – agonists of human muscarinic M5 receptor (CHRM5); CHO-K1 hM5 cells, Fluo-8 calcium fluorescence; 0% DMSO wells, 100% maximal acetylcholine response; 360,000 compounds, 0.19% hits; P08912; activation, % at 3 µM;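 active = activation above the run's mean over test compounds plus 3 SD, cut at about 23% in these data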;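 note: signal is peak over basal fluorescence ratio across the kinetic read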
Target sequence (P08912 whole entry, looked up): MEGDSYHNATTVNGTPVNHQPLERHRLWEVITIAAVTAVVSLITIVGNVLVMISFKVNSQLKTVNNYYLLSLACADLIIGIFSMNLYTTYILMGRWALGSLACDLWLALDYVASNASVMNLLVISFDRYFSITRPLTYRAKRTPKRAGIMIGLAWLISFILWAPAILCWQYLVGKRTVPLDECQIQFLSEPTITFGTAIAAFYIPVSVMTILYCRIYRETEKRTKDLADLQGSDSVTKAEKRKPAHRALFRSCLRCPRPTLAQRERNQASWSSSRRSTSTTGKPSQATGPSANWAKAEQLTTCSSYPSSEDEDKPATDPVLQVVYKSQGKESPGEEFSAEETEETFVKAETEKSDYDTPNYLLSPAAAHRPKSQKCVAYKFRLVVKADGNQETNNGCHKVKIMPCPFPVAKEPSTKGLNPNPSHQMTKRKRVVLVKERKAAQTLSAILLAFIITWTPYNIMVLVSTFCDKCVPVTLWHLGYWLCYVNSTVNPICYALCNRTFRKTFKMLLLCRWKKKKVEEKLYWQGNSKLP
M4 ag – agonists of human muscarinic M4 receptor (CHRM4) | CHO-K1 hM4/Gqi5, Fluo-8 calcium fluorescence; vehicle 0%, full acetylcholine response 100% | AID 624127 | P08173 | 360,000 compounds, 0.14% hits | activation, % at 3 µM;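 active = activation above the run mean over all test wells plus 3 SD, cut at about 32% in these data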;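 note: peak over basal fluorescence ratio per well then scaled between controls; 0% = DMSO wells and 100% = acetylcholine at EC100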
M1 PAM – positive allosteric modulators of human M1 muscarinic receptor; 360,000 compounds, 0.088% hits; activation, % at 3 µM; CHO-K1 hM1, Fluo-8 calcium fluorescence, ACh EC20; 0% = ACh EC20, 100% = maximal ACh; in the data active = activation above about 19%, passing the limit was not always enough
Target sequence (P11229 whole entry, looked up): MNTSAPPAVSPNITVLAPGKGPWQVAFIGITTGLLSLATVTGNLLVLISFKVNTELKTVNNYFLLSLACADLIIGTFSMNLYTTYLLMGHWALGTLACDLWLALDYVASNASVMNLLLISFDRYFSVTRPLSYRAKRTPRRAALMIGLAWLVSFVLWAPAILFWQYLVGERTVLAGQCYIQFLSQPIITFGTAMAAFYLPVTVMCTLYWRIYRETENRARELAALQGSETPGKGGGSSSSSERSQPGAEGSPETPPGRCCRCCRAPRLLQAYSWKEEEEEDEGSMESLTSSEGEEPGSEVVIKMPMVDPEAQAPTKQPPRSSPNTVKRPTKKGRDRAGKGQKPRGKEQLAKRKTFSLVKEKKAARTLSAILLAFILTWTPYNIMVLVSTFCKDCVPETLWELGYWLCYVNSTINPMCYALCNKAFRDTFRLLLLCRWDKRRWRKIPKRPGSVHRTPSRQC
CHRM4 antagonist – blocks acetylcholine activation of human M4 receptor; P08173; CHO-hM4 cells, ACh EC80, Fluo-8 calcium fluorescence; 360,000 compounds, 0.73% hits; inhibition, % at 3 µM;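 active = inhibition above its plate's cutoff, the mean inhibition of sample wells plus 3 SD, cut at about 27% in these data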;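 note: 0% = acetylcholine EC80 with DMSO and 100% = DMSO without agonist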
CHRM5 antagonist – antagonists of human muscarinic M5 receptor (CHRM5). CHO-hM5 cells, Fluo-8 calcium fluorescence, ACh EC80. inhibition, % at 3 µM. 360,000 compounds, 0.59% hits. P08912. AID 624040;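 active = inhibition above a per-plate cutoff, the mean of that plate's test compounds plus 3 SD, cut at about 27% in these data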;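 note: 0% = acetylcholine EC80 with DMSO and 100% = DMSO without agonist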
CRFR2-BP ag – CRF-BP/CRF-R2 complex agonism; HEK293 CRF-R2/CRF-BP, calcium dye fluorescence (FLIPR); percent of saturating CRF peptide response; activation, % at 13.2 µM; 350,000 compounds, 0.46% hits; AID 588473;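 active = activation of at least 50%, plus an integration ratio under a set limit after plate pattern correction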;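 note: plate controls were neutral control wells without compound for no effect and CRF at EC100 for full effect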
M1 antag – antagonists of human M1 muscarinic receptor. P11229. CHO-K1 hM1, Fluo-8 calcium fluorescence, ACh EC80 antagonist. 360,000 compounds, 1.3% hits. inhibition, % at 3 µM;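 active = percent inhibition above its own plate's cutoff, namely the mean of that plate's compound wells plus 3 SD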;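 note: peak over basal fluorescence ratio during 140 s after agonist addition; 0% = ACh EC80 plus DMSO and 100% = DMSO alone without agonist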
M4 PAM – positive allosteric modulators of human muscarinic M4 receptor | P08173 | activation, % at 3 µM | 360,000 compounds, 0.4% hits | AID 624126 | CHO-K1 hM4/Gqi5, Fluo-8 calcium fluorescence, ACh EC20; 0% = ACh EC20, 100% = maximal ACh;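 active = activation above its plate's cutoff, the mean activation of sample wells plus 3 SD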; note: some results filed as inactive read as strong as hits
CHRM5 PAM – CHRM5 positive allosteric modulation | CHO-K1 hM5, Fluo-8 calcium, ACh EC20 PAM; 0% = ACh EC20, 100% = ACh EC100 | activation, % at 3 µM | 360,000 compounds, 0.3% hits | AID 624038;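 active = activation above the run cutoff, the mean activation of all test compounds plus 3 SD, cut at about 18% in these data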
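Assay system – human M5 receptor in CHO-K1 cells · Read-out – % activation, ACh-normalized · Technique – Fluo-8 calcium fluorescence · Dosing – single-point, 3 µM nominal · Incubation – Fluo-8 loading 80 min at 37 °C plus 30 min room temperature · Repeats – singlicate, one well per test compound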
Numbers without * were called inactive; / = not tested or not shown.

SMILES	CHRM5 agonist	M4 ag	M1 PAM	CHRM4 antagonist	CHRM5 antagonist	CRFR2-BP ag	M1 antag	M4 PAM	CHRM5 PAM
CCOc1ccc(Cl)cc1-c1cc(C(=O)NCc2cccs2)[nH]n1	-3	0	5	-5	16	/	-11	0	-2
CN1C[C@@H]2C(c3ccccc3)C3(c4cccnc4)CC2(C3)[C@H]1c1ccccc1 (some centres undefined)	-10	0	-34	57*	31*	3.9	97*	-15	-41
COC(=O)C1(C(=O)OC)c2ccccc2CN(S(=O)(=O)c2ccc(C)cc2)C1CC(C)=O (centres undefined)	0	2	/	-19	-12	/	/	6	4
O=C(COc1ccc2c3c(c(=O)oc2c1)CCCC3)NCCN1CCOCC1	0	1	3	-6	-5	1.6	-4	0	4
O=C(COc1ccc(F)cc1Cl)Nc1cc(S(=O)(=O)N2CCOCC2)ccc1N1CCCCC1	-4	1	-2	6	11	0.9	12	-4	-7
Cc1c(C)c(C)c(CN2CCSCC2)c(C)c1C	5	0	4	0	11	-1.6	-5	9	-8
Cc1c(Cl)ccc2c(C(=O)O)cc(-c3ccccc3)nc12	-4	0	5	-8	7	-1.8	-6	-4	5
COc1ccc(NC(=O)CSc2ccc([N+](=O)[O-])cc2)cc1S(=O)(=O)N1CCOCC1	5	12	7	-23	-6	-3.1	-12	2	-1
COc1ccc(OCC(O)Cn2cnc(-c3ccc(Br)cc3)c2)cc1 (centres undefined)	0	5	2	5	-7	1.2	-6	-7	-5
Cc1ccccc1OC(=O)CCC(=O)OCCCC(F)(F)C(F)(F)F	1	0	8	0	12	0.4	-5	6	-3
CCn1c(SCC(=O)N/N=C(\C)c2ccco2)nnc1-c1ccccc1	2	0	-2	0	4	-1.3	2	-9	-1
Nc1ncnc(Nc2ccccc2Oc2ccccc2)n1	-5	2	4	-10	-4	-4.4	-11	2	16
CCCn1nnc2sc3c(c2c1=O)CCC(C)C3 (centres undefined)	-3	0	0	-3	-4	1.1	5	7	0
O=C1CC(Nc2ccc(N3CCOCC3)cc2)C(=O)N1CCc1ccccc1 (centres undefined)	3	4	4	-4	-5	0.7	-15	-4	5
Cc1ccc(NC(=O)C(=O)NCc2ccc(/C=N/NC(=O)c3c(C)nc4ccccn34)o2)cc1	-4	1	-3	8	-1	0.3	-4	-5	-3
CCC(=O)Nc1ccc2c(c1)nc(CCNC(=O)c1ccco1)n2C	-2	1	-6	1	15	-0.8	14	-4	-1
COc1ccccc1C(=O)Nc1ccnn1C1CCN(Cc2cnc(N(C)C)s2)CC1	0	5	5	3	3	-2.3	-11	-2	-2
CCN1CCN(Cc2ccc(NC(=O)c3cc(NC(=O)c4nccnc4N)cc(OC)c3)cc2C(F)(F)F)CC1	1	12	-1	4	10	0.8	3	-3	-10
Cc1nc(N/N=C/c2ccc(Br)cc2)cc(N2CCOCC2)n1	-7	2	1	3	-6	-2.3	-8	-7	9
CC(=O)c1c(C)[nH]c(C(=O)NNC(=O)c2ccc(C)cc2)c1C	5	1	1	-5	1	-0.6	-3	3	9
Cc1cccc(N(C)Cc2nnc(-c3cccc(Br)c3)o2)c1	-1	9	-2	-6	19	-6.1	7	-8	-10
CC(C)C(C(=O)NC(C)(C)C)N(CCN1CCOCC1)C(=O)CNS(=O)(=O)c1ccccc1 (centres undefined)	-3	1	8	-18	-7	1.9	-7	3	9
Cc1ccc(NC(=O)COc2ccccc2[N+](=O)[O-])nc1	2	2	18	-4	-5	1.6	-8	1	5
Brc1ccc2ncnc(NCc3ccco3)c2c1	7	11	0	-2	13	0.3	7	-10	-17
Cc1cccc(NC(=S)NCc2ccc(F)cc2)c1	0	2	4	12	4	-0.9	-5	-2	-8
(further entries)
SMILES	CHRM5 agonist	M4 ag	M1 PAM	CHRM4 antagonist	CHRM5 antagonist	CRFR2-BP ag	M1 antag	M4 PAM	CHRM5 PAM
CNC(=O)CN1C(=O)NC(c2ccccc2)(c2ccccc2)C1=O	-2	1	20	-1	10	-1.7	1	-9	6
COc1cc(CNCCCN2CCOCC2)cc(Cl)c1OCC(=O)NC(C)(C)C	-3	1	3	-9	-5	-1.3	-3	4	3
O=S(=O)(c1cccc2nsnc12)N1CCOCC1	-3	1	-2	5	9	-1.3	9	2	-8
CCN(Cc1cc2cc(OC)ccc2[nH]c1=O)C(=O)c1ccncc1	3	1	6	-5	0	-3.3	3	4	3
CCc1ccc(NC(=O)COC(=O)CCC2CCCC2)cc1	-2	-1	5	-4	7	-0.3	-4	2	-2
CCC/C(=C1/c2ccccc2C(=O)N1c1ccccc1)c1ccc2c(c1)OCCO2	-9	-1	-9	6	1	1.0	1	-3	-5
O=C(C(=O)N1CCCC1)c1c(-c2ccccc2)[nH]c2ccccc12	1	12	1	5	9	0.5	3	-4	-6
CCOC(=O)c1c(C)[nH]c(C(=O)CSc2nnnn2-c2ccccc2)c1C	0	1	16	-5	0	4.2	-15	12	0
O=C(C[C@@H]1CC[C@@H](NC(=O)Nc2cccc(F)c2)[C@@H](CO)O1)NCC1CCCCC1	2	2	/	-7	5	/	/	1	-2
O=C(c1ccco1)N1CCN(Cc2cccc([N+](=O)[O-])c2)CC1	-5	1	-2	-1	-1	-0.8	7	-4	-2
COc1ccc(NC(=O)N(C)C[C@@H]2Oc3cc(Br)ccc3S(=O)(=O)N([C@H](C)CO)C[C@H]2C)cc1	1	2	1	2	11	-0.3	-1	-1	-3
CCS(=O)(=O)c1ccc(-c2cccc(NC(=O)c3ccc(Br)o3)c2)nn1	3	3	1	-2	7	-2.4	-5	1	-5
Cc1ccc(NC(=O)CCN2CCCCC2)cc1	-2	0	-1	6	2	-0.4	-6	-1	-3
Cc1ccc(C)c(NC(=S)N2CCC(C(=O)c3ccc(F)cc3)CC2)c1	-2	1	2	14	-2	-0.3	-8	0	-4
COC(=O)CCCn1cc(CN2CC(N3CCN(C4CCN(C)CC4)CC3)CS2(=O)=O)nn1 (centres undefined)	1	0	/	4	2	/	/	13	-3
COc1cccc(COC(=O)CCNC(=O)c2ccc(Cl)cc2)c1OC	-4	0	0	-2	-3	-1.8	3	-2	2
COC(=O)c1sc(N)c(C(=O)OC)c1COC(=O)CNS(=O)(=O)c1ccc(C)c(C)c1	-1	0	0	4	5	-1.9	-1	5	0
Cc1ccc(-n2c(-c3ccco3)nc3nc4ccccc4nc32)cc1	0	2	1	-3	-6	1.7	-3	3	5
CN1CCN(S(=O)(=O)c2cccc(S(=O)(=O)c3cccc(S(=O)(=O)N4CCN(C)CC4)c3)c2)CC1	-3	1	7	-1	-3	0.4	-6	-6	0
COC(=O)c1ccc(Cn2cnc3c(cnn3-c3ccc(C)c(C)c3)c2=O)o1	1	0	5	8	-4	-0.1	-10	-1	3
Cc1ccccc1OCC(=O)NCC1CCCO1 (centres undefined)	-6	2	7	-8	-4	-1.0	-8	3	4
Cc1ccc2oc(C(=O)N3CCC(O)(c4cccc(C(F)(F)F)c4)CC3)c(C)c2c1	5	5	2	-8	-1	0.0	-2	5	9
CCN(CC)c1ccc(O)c(C=Nc2ccc(C)c(C)c2)c1	-4	0	13	8	5	0.3	-9	-3	-3
O=C(Nc1ccc(NC(=O)c2ccc(Cl)c(S(=O)(=O)N3CCOCC3)c2)cc1)c1ccccc1	-2	8	4	-22	-16	3.2	0	3	-3
O=Cc1c(SCCO)nc2ccccn2c1=O	-2	1	10	13	4	2.0	-6	15	5

2 compounds from above with just CRFR2-BP ag.
| compound | CRFR2-BP ag |
| --- | --- |
| O=C(C(=O)N1CCCC1)c1c(-c2ccccc2)[nH]c2ccccc12 | 0.5 |
| CCOC(=O)c1c(C)[nH]c(C(=O)CSc2nnnn2-c2ccccc2)c1C | 4.2 |

Following part.
SMILES	CHRM5 agonist	M4 ag	M1 PAM	CHRM4 antagonist	CHRM5 antagonist	CRFR2-BP ag	M1 antag	M4 PAM	CHRM5 PAM
COc1ccc(C(C)NC(=O)C2CCN(CCCc3ccccc3)CC2)cc1OC (centres undefined)	-2	2	8	-6	4	/	-10	-5	-1
CCCCCCCCCC(=O)NNC(=O)c1c(O)c2ccccc2n(CCC)c1=O	0	0	11	0	-12	-0.6	-10	-1	6
CC1(C)Cc2nc3n[nH]c(N)c3cc2CO1	3	0	0	3	-7	-1.8	2	-2	4
COc1ccccc1NC(=O)CNC(=O)Cn1c(C)cc2ccccc2c1=O	0	2	11	-7	3	-0.1	-8	-10	4
CCc1nn(C(C)C(=O)NCCc2ccccc2)c(=O)c2cc3occc3n12 (centres undefined)	-5	1	17	11	-11	-2.9	-3	0	17
O=C(C1CCCN(Cc2nc(-c3cccs3)no2)C1)N1CCOCC1 (centres undefined)	0	0	4	-1	8	0.9	-12	19	0
CCOC(=O)C(=O)NN=C(c1ccccc1)c1ccccc1	-1	20	-5	3	18	-0.7	14	-7	-13
COc1cccc(/C=N/Nc2ccc([N+](=O)[O-])cn2)c1O	1	3	8	-13	14	0.5	-18	1	-5
COc1ccccc1CNC(=O)C1CSC2(C)CCC(=O)N12 (centres undefined)	-1	2	9	-17	-1	0.8	-9	9	2

3 structures already listed, arranged by length of the SMILES, rising.
SMILES	CHRM5 agonist	M4 ag	M1 PAM	CHRM4 antagonist	CHRM5 antagonist	CRFR2-BP ag	M1 antag	M4 PAM	CHRM5 PAM
CCOC(=O)C(=O)NN=C(c1ccccc1)c1ccccc1	-1	20	-5	3	18	-0.7	14	-7	-13
O=C(C1CCCN(Cc2nc(-c3cccs3)no2)C1)N1CCOCC1 (centres undefined)	0	0	4	-1	8	0.9	-12	19	0
CCCCCCCCCC(=O)NNC(=O)c1c(O)c2ccccc2n(CCC)c1=O	0	0	11	0	-12	-0.6	-10	-1	6

Of the compounds above, 6 contain an NH in an aromatic ring.
SMILES	CHRM5 agonist	M4 ag	M1 PAM	CHRM4 antagonist	CHRM5 antagonist	CRFR2-BP ag	M1 antag	M4 PAM	CHRM5 PAM
CCOc1ccc(Cl)cc1-c1cc(C(=O)NCc2cccs2)[nH]n1	-3	0	5	-5	16	/	-11	0	-2
CC(=O)c1c(C)[nH]c(C(=O)NNC(=O)c2ccc(C)cc2)c1C	5	1	1	-5	1	-0.6	-3	3	9
CCN(Cc1cc2cc(OC)ccc2[nH]c1=O)C(=O)c1ccncc1	3	1	6	-5	0	-3.3	3	4	3
O=C(C(=O)N1CCCC1)c1c(-c2ccccc2)[nH]c2ccccc12	1	12	1	5	9	0.5	3	-4	-6
CCOC(=O)c1c(C)[nH]c(C(=O)CSc2nnnn2-c2ccccc2)c1C	0	1	16	-5	0	4.2	-15	12	0
CC1(C)Cc2nc3n[nH]c(N)c3cc2CO1	3	0	0	3	-7	-1.8	2	-2	4

Screening data from PubChem.
